Screens deposited in PubChem BioAssay by The Scripps Research Institute Molecular Screening Center.
LEDGF integ inh – blocks HIV-1 LEDGF/p75-dependent DNA integration | TR-FRET IN-LEDGF/p75 DNA integration, Eu/Cy5 | inhibition, % at 3.7 µM | 0.64% of 370,000 active;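 active = inhibition above the screen-wide mean plus 3 SD, cut at about 13% in these data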;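 also: signal is the Cy5 over europium emission ratio at 671 and 618 nm; 0% = plate median of compound wells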
ASAP1 inh – inhibitors of human ASAP1 ArfGAP activity; Q9ULH1; ASAP1-stimulated ARF1 GTP hydrolysis, GDP FP detection; inhibition, % at 16.5 µM; 0.19% of 360,000 active; AID 624377; in the data active = inhibition above about 25%;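 also: 0% = vehicle with enzyme and substrate and 100% = no enzyme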
ARFGAP1 inhibitor – inhibits rat ARF GTPase activating protein 1; Arfgap1-stimulated ARF1 GTP hydrolysis, GDP FP detection; 0.26% of 360,000 active; Q62848; inhibition, % at 16.5 µM;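 active = inhibition above a per-plate limit, mean inhibition of low control wells plus 3 SD, cut at about 25% in these data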;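 also: 0% = DMSO wells with enzyme and 100% = wells lacking Arfgap1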
Target sequence (Q62848 1-136 limits assumed): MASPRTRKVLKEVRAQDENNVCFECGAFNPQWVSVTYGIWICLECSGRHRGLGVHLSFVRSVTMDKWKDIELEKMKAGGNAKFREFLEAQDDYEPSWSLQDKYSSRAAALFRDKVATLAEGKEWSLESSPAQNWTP
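Material: rat Arfgap1 catalytic domain, aa 1-136; also added: human ARF1(Δ1-17)-GTP substrate; compound dosing: one concentration, 16.5 µM, DMSO 1.26%; incubation: GTP hydrolysis reaction 2 h at 25 °C; measured by: Tracer-displacement fluorescence polarization with EDTA stop, 620/688 nm; evaluation: % inhibition from polarization; repeats: one replicate per compound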
ADAM17 inh – inhibits human ADAM17 | P78536 | recombinant ADAM17, EDANS/DABCYL FRET peptide cleavage | inhibition, % at 6.95 µM | 0.83% of 370,000 active | AID 720648;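 active = inhibition above the mean of compounds lying between control limits plus 3 SD, set per campaign, cut at about 8.5% in these data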;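 also: 0% = DMSO-only wells as the low control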
PLCg1 inh – inhibitors of human phospholipase C gamma1. P19174. purified PLC-gamma1, fluorogenic substrate, fluorescence. inhibition, % at 12.2 µM. 0.84% of 370,000 active; in the data active = inhibition above about 9.5%
proKLK7 act – activators of human kallikrein-7 zymogen; AID 652039; purified proKLK7, EDANS-DABCYL substrate fluorescence; 100% is mature enzyme control, 0% vehicle; activation, % at 7 µM; P49862; 0.9% of 370,000 active;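 active = activation above the mean of all tested compounds plus 3 SD, computed per campaign excluding outliers beyond control limits, cut at about 13% in these data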
DDE Tn6 FP inh – inhibitors of Tn6 peptide binding to human fibrin DD(E); AID 720509; inhibition, % at 8.3 µM; 0.21% of 370,000 active; P02675; Fibrin DD(E) TRITC-Tn6 fluorescence polarization displacement;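 active = inhibition above a per-campaign cutoff: mean of compounds within control limits plus 3 SD, cut at about 15% in these data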;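 also: 0% = median of all compound wells on the plate and 100% = blocking peptide control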
TDP2 absorb – blocks human TDP2 phosphodiesterase activity; O95551; recombinant TDP2, T5PNP hydrolysis, p-nitrophenol absorbance 415 nm; inhibition, % at 12.8 µM; 0.34% of 370,000 active; AID 720702;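 active = inhibition above the mean of all tested compounds plus 3 SD, set per campaign, cut at about 25% in these data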;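 also: 0% = DMSO with enzyme and 100% = buffer with substrate but no TDP2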
Target sequence (O95551 whole entry, looked up): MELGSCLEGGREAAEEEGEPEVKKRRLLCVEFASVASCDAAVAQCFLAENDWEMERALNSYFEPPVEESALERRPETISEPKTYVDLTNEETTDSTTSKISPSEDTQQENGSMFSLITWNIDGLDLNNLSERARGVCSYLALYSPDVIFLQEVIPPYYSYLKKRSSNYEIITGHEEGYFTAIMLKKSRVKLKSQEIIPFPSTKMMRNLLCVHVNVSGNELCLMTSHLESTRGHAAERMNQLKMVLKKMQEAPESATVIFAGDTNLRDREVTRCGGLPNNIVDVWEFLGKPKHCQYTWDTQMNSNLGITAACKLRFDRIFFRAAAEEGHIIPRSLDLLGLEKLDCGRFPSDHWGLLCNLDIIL
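System – recombinant human TDP2 · Quantity – TDP2 enzyme at 120 nM final · Doses – single concentration, 12.8 µM nominal, with 1% DMSO · Incubation – 2 h at 37 °C · Measured by – epi absorbance of p-nitrophenol freed from T5PNP by hydrolysis · Read-out – % inhibition relative to enzyme-containing and enzyme-free wells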
DDE Tn7 FP inh – disrupts Tn7 cyclic peptide binding to fibrin D-Dimer-E complex. FP displacement of FITC-Tn7 peptide from fibrin DD(E); 0% = median of compound wells per plate. inhibition, % at 8.3 µM. 0.13% of 370,000 active. AID 720508;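 active = inhibition above the mean of compounds falling within the control limits plus 3 SD of them, cut at about 14% in these data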;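 also: 0% = plate median of compound wells and 100% = 10 µM Aha-Tn7 peptide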
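assay system = human clot-derived fibrin DD(E) complex | quantity = Fibrin-DD(E) at 2 µM final | timing = 10 min preincubation, 3 h with tracer, room temperature | signal = fluorescence polarization | measure = percent inhibition | benchmarks = high control wells with 10 µM unlabelled Aha-Tn7 peptide (full inhibition) | replicates = singlicate testing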
ADAM10 inh – inhibitors of human ADAM10; recombinant ADAM10, EDANS/DABCYL FRET peptide cleavage, 3 h; AID 720582; O14672; inhibition, % at 7 µM; 0.62% of 370,000 active;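 active = inhibition above a per-campaign cutoff equal to the mean of compounds falling between control-based bounds plus 3 SD, cut at about 20% in these data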;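 also: 0% = DMSO wells while the 100% control is not disclosed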
Target sequence (O14672 214-748 limits assumed): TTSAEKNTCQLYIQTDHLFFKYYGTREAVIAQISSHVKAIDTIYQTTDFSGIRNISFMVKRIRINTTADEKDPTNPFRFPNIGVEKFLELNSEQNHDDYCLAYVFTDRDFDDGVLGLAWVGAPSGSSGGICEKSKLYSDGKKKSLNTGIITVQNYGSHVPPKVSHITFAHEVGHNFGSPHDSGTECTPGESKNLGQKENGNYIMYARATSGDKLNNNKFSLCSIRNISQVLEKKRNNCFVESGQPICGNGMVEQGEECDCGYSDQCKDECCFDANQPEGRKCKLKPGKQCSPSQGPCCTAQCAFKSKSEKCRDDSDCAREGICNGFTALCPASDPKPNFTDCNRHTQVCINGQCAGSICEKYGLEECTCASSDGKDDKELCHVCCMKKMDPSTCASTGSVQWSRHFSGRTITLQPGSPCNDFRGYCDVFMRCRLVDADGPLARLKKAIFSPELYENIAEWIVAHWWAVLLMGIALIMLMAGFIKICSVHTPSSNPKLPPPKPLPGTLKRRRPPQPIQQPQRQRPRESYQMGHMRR
The depositor's hits bear a star; . = no result given.

SMILES	LEDGF integ inh	ASAP1 inh	ARFGAP1 inhibitor	ADAM17 inh	PLCg1 inh	proKLK7 act	DDE Tn6 FP inh	TDP2 absorb	DDE Tn7 FP inh	ADAM10 inh
CCOc1cc(NS(=O)(=O)c2ccc(NC(C)=O)cc2)c(OCC)cc1NC(=O)c1cccs1	0	-2	6	-2	-4	0.3	3	9	2	0
COc1ccc(N(CC(=O)N2CCN(Cc3ccccc3)CC2)S(=O)(=O)c2ccccc2)cc1	-2	3	3	-1	0	0.1	-1	-11	8	2
OC(c1ccc(F)c(F)c1)c1nc(-c2cncnc2)cs1 (configuration not stated)	5	10	5	-1	-1	0.2	-3	4	-5	2
CC(=O)NC(C)C(=O)N1CCCC1C(=O)N1CCCC1C(=O)NC(C)C(=O)NC1C(=O)NC(CC(C)C)C(=O)NC2CCCCNC(=O)CCC(C(=O)NC(Cc3ccc(O)cc3)C(=O)O)NC(=O)C3CCC(=O)OCC(NC(=O)C4CCCN4C(=O)C(Cc4c[nH]c5ccccc45)NC2=O)C(=O)NC(CC(=O)OC1C)C(=O)NC(Cc1c[nH]c2ccccc12)C(=O)N3 (configuration not stated)	0	.	.	-5	6	0.1	-2	-5	-4	-2
CCS(=O)(=O)N1CCC(C(=O)NCc2ccccc2OC)CC1	5	6	2	0	3	-0.3	4	-5	-2	-2
O=C(CCN1C(=O)c2ccccc2C1=O)NCc1ccncc1	-3	2	-8	-3	2	0.2	4	-7	8	-1
CCCCn1c(N)c(N(CCC(C)C)C(=O)c2cccc(N3C(=O)c4ccccc4C3=O)c2)c(=O)[nH]c1=O	0	2	8	-8	-4	-0.9	-15	-10	4	-12
Cc1[nH]n(-c2ccc([N+](=O)[O-])cc2)c(=O)c1C=NCCN1CCN(C(=O)c2ccccc2)CC1	-2	0	-7	8	9	0.1	-6	-23	-2	21*
COc1ccc(C(CNC(=O)c2ccc(Cl)s2)N2CCOCC2)cc1 (configuration not stated)	-1	16	0	-1	-1	-0.1	8	-10	3	-8
COc1cc(/C=N/O)ccc1OCc1ccc(C(=O)O)cc1	-2	3	7	-5	-2	-0.6	-1	2	4	3
Cc1ccc(NC(=O)Cn2c(=O)n(CCC(=O)NC3CCN(Cc4ccccc4)CC3)c(=O)c3ccccc32)cc1	0	1	-13	0	2	-0.4	1	17	1	1
O=C(NCc1cccnc1)c1ccc(S(=O)(=O)N2CCOCC2)cc1	2	-10	5	-3	-2	0.1	-6	8	2	-7
CCC(CC)C(=O)Oc1c(C(=O)N(C)C)cccc1-c1ccccc1	-4	1	-4	1	2	0.2	-1	-2	-2	-11
O=C1NN(c2ccc(Cl)c(Cl)c2)C(=O)/C1=C/c1ccc(-c2ccccc2C(=O)O)o1	1	2	-6	-13	-10	0.7	-1	0	7	-17
COc1ccc(OC)c(-n2c(=S)[nH]c3c(sc(=S)n3-c3ccccc3C)c2=O)c1	-2	-2	10	-4	3	0.6	2	-11	-2	-9
CN(C(=O)CCc1nnc(-c2ccc(-c3ccccc3)cc2)o1)C1CCOCC1	-3	-4	-3	-3	-1	0.3	-8	4	7	0
S=c1[nH]cc(-c2ccccc2)n1-c1ccccc1	1	-17	8	11*	13*	-0.2	-6	-13	-2	23*
Cc1ccc(S(=O)(=O)NCc2ccccc2)cc1C(=O)NC1CCC(C)CC1 (configuration not stated)	0	-8	0	-6	-2	0.3	2	6	0	-4
Cn1nc(C(F)(F)F)c(C#N)c1N1CCN(c2ccccc2F)CC1	2	1	4	-7	1	0.0	-4	13	-2	-7
Cc1ccc(S(=O)(=O)c2cc(C#N)c(=O)[nH]c2N)cc1	1	14	12	-11	-31	-1.5	0	-8	-1	-22
COc1ccc(C(O)c2nc(-c3ccoc3)cs2)cc1 (configuration not stated)	7	7	-5	-3	-5	0.0	6	-3	-1	-3
O=C(CCN1C(=O)[C@H]2CC=CC[C@H]2C1=O)NCc1nc(-c2ccccc2)no1	2	1	1	-4	-2	0.2	2	8	-2	1
COc1ccc(NC(=O)COC(=O)C2CC2)cc1S(=O)(=O)N1CCCCC1	-6	2	-14	-2	-2	0.5	-6	-3	4	-7
O=C(OCc1cn(Cc2ccc(C(F)(F)F)cc2)nn1)N1CCCC1	-5	.	.	-4	0	-0.5	4	0	1	0
CC(C)CN(C(=O)CN(C)S(=O)(=O)c1ccc(Cl)cc1)C1CCS(=O)(=O)C1 (configuration not stated)	-2	1	10	-3	3	-0.1	-3	4	-3	-6
COc1cc2nc(C3CCC3)n(NC(=O)c3ccco3)c(=O)c2cc1OC	5	7	3	0	-1	0.9	9	-1	-2	6
Cc1nnc(SC(C)C(=O)N2CCc3ccccc32)s1 (configuration not stated)	1	-20	16	2	6	0.5	-4	3	-10	3
CS(=O)(=O)c1ccc(C2=C(c3ccccc3)C(=O)OC2)cc1	3	-9	0	-5	-3	-0.5	0	0	4	-6
COc1ccccc1NC(=O)c1c(C)oc2c1CCCC2	-6	-3	-1	1	4	-0.2	1	-9	1	3
CCN1CCN(C(=O)c2cc(=O)c3cc(C)ccc3o2)CC1	-3	-4	-2	-6	-5	0.8	-1	6	-2	-7
OCCN1CCN(CC(O)COCCOc2ccc(Br)cc2)CC1 (configuration not stated)	1	-5	-4	-4	0	0.2	3	-1	0	-6
Cc1ccc(Cl)c(OCC(=O)Nc2ccccc2C(=O)NC2CC2)c1	-5	9	0	-2	0	-0.4	-3	-8	3	-17
CC1CCCN(C(=S)SCC(=O)O)C1 (configuration not stated)	1	1	-1	-4	1	1.3	1	5	7	-4
O=C(c1ccccc1SCc1ccccc1)N1CCOCC1	1	14	0	1	-1	0.5	-3	-1	2	-6
CCN(CC)C(=O)C1CCCN(c2ccc([N+](=O)[O-])cc2[N+](=O)[O-])C1 (configuration not stated)	-1	9	-18	2	4	-0.4	-1	-1	-1	0
COc1ccc(Cc2[nH]n3c(=O)cc(C)nc3c2-c2ccccc2)cc1	-3	3	-6	-5	-3	-1.1	4	2	8	-10
CC1(OC(=O)CCc2ccccc2)C(=O)C=C2C=C(c3ccc(C#N)cc3)N(c3ccccc3)C=C2C1=O (configuration not stated)	1	-3	5	-26	-69	1.2	-1	-4	0	-98
O=C(COC(=O)c1cccnc1)Nc1cccc2ccccc12	5	9	-2	-2	2	0.0	-5	-5	5	8
O=C(Nc1cccc(C2=NCCN2)c1)Nc1cccc(C2=NCCN2)c1	18*	0	2	-4	-1	-0.3	-2	1	-1	-2
CC(NC(=O)c1ccc(Br)o1)c1ccc(-n2ccnc2)cc1 (configuration not stated)	4	-17	6	-4	3	-0.2	0	-3	-6	-4

Some of the entries so far, in CSV form:
smiles,LEDGF integ inh,ASAP1 inh,ARFGAP1 inhibitor,ADAM17 inh,PLCg1 inh,proKLK7 act,DDE Tn6 FP inh,TDP2 absorb,DDE Tn7 FP inh,ADAM10 inh
CC1CCCN(C(=S)SCC(=O)O)C1 (configuration not stated),1,1,-1,-4,1,1.3,1,5,7,-4
O=C(c1ccccc1SCc1ccccc1)N1CCOCC1,1,14,0,1,-1,0.5,-3,-1,2,-6
CCN(CC)C(=O)C1CCCN(c2ccc([N+](=O)[O-])cc2[N+](=O)[O-])C1 (configuration not stated),-1,9,-18,2,4,-0.4,-1,-1,-1,0
COc1ccc(Cc2[nH]n3c(=O)cc(C)nc3c2-c2ccccc2)cc1,-3,3,-6,-5,-3,-1.1,4,2,8,-10
CC1(OC(=O)CCc2ccccc2)C(=O)C=C2C=C(c3ccc(C#N)cc3)N(c3ccccc3)C=C2C1=O (configuration not stated),1,-3,5,-26,-69,1.2,-1,-4,0,-98

Later entries:
SMILES	LEDGF integ inh	ASAP1 inh	ARFGAP1 inhibitor	ADAM17 inh	PLCg1 inh	proKLK7 act	DDE Tn6 FP inh	TDP2 absorb	DDE Tn7 FP inh	ADAM10 inh
O=C(COC(=O)Cc1ccsc1)Nc1ccc(Cl)c(S(=O)(=O)N2CCOCC2)c1	-3	4	7	-2	-3	-1.2	0	1	8	4
Cc1nn(-c2ccccc2)c2sc(C(=O)OCc3nnc(-c4ccccc4)o3)cc12	4	6	1	-9	-5	-0.8	-3	3	0	-4
O=C1c2cccc([N+](=O)[O-])c2C(=O)N1c1c[nH]c(=O)[nH]c1=O	-1	-12	5	0	1	0.4	1	-2	-3	8
CCCCC1CCC(C(=O)N(CCOC)c2c(N)n(CCCC)c(=O)[nH]c2=O)CC1 (configuration not stated)	5	-10	0	-2	-3	0.6	-3	-6	-4	-5
Cc1ccc(S(=O)(=O)N2CCN(C(=O)c3cccs3)CC2)cc1	-8	-2	4	-1	-1	-0.1	-2	1	1	-2
O=C(Nc1nc2ccc(F)cc2s1)C1CCN(S(=O)(=O)c2cc([N+](=O)[O-])ccc2Cl)CC1	3	15	23	8.8*	0	0.6	0	7	-6	21*
CCCCCCC(=O)N1CCN(c2cc3c(cc2F)c(=O)c(C(=O)O)cn3CC)CC1	1	2	-6	-28	-28	-4.4	9	4	-1	-86
Nc1nc(SCC(=O)Nc2ccccc2)[nH]c(=O)c1-c1ccccc1	6	4	6	1	-1	-0.4	-5	-8	4	3
O=C(Nc1cccc2ccccc12)c1ccccc1Cl	0	5	13	-2	4	0.1	1	2	-6	10
CCN(CC)P(=O)(Nc1cccc(C(F)(F)F)c1)c1ccc(N(C)C)cc1NC(=O)c1ccco1 (configuration not stated)	-5	-1	-7	1	-3	-0.8	-3	-1	3	-1
Clc1ccc(Cn2cccn2)cn1	4	16	4	2	3	0.1	1	-2	3	6
CC1Nc2ccc(C(=O)NC3CCCCC3)cc2NC1=O (configuration not stated)	2	2	5	-40	-14	0.2	2	9	-4	-122
O=C(O)CCC(=O)N1CCN(c2nc(-c3ccccc3)c3cc(Br)ccc3n2)CC1	-2	11	5	-43	-163	-6.4	-5	-4	2	-142
CC(=O)c1n[nH]nc1NC(=O)c1ccccc1	-3	9	8	-2	-1	0.3	3	4	-3	0
CCOc1ccc(-n2nnc3c(=O)n(CC(=O)Nc4cc(C)on4)cnc32)cc1	-1	-4	5	0	-1	-0.2	-2	0	-5	0
CCc1cccc(C)c1NC(=S)N1CCCCC1c1cccnc1 (configuration not stated)	4	-3	-2	-6	4	-0.1	7	-5	-2	-8
c1ccc(N2CCN(c3ccccc3)C2c2cccnc2)cc1	-1	17	-6	6	5	-0.6	0	-2	-1	-2
Nc1nc(Cl)nc2c1ncn2C1OC(CO)C(O)C1O (configuration not stated)	-1	-12	6	0	4	-0.3	4	-6	-4	-15
COc1ccccc1C(=O)NC(CCSC)C(=O)NNC(=O)c1csc(N2CCOCC2)n1 (configuration not stated)	9	-8	-1	1	-9	0.5	-8	-7	-1	10
